# From PubChem
# Yp Topo-I inh – Yersinia pestis topoisomerase I inhibitors, primary screen, biochemical, cleavage product accumulation, plate reader, single point; Y. pestis Topo-I cleavage product accumulation; activity, % at 10 µM; DNA topoisomerase I (Yersinia pestis CO92); hit rate 0.064% among 360,000; in the data active = activity above about 50%, passing the limit was not always enough; inconclusive = no clear call, values can overlap the other calls; note: inactives centre near 2
# BoNT A protease – BoNT/A light chain protease inhibitors, primary screen, biochemical, flow cytometry, MLPCN library. Botulinum neurotoxin type A light chain protease (Clostridium botulinum A str. ATCC 3502). multiplex microsphere protease substrate cleavage. inhibition, % at 10 µM. hit rate 0.17% among 360,000. AID 588499, 2011; note: plate controls were buffer without enzyme for full effect and enzyme alone for no effect
# 3CLpro inhibitor – SARS-CoV 3CLpro protease inhibitors, primary screen, biochemical, quenched FRET. recombinant SARS-CoV 3CLpro, quenched FRET peptide cleavage. inhibition, % at 6 µM. hit rate 0.14% among 290,000. AID 1706, 2009; in the data active = inhibition above about 12%
# CCHFV vOTU inh – CCHFV vOTU protease inhibitors, primary screen, biochemical, Pep-AMC substrate, fluorescence | hit rate 0.55% among 370,000 | AID 651958, 2012 | inhibition, % at 11.5 µM | Crimean-Congo hemorrhagic fever virus L polyprotein viral ovarian tumor (vOTU) protease …; in the data active = inhibition above about 30%; note: 0% = vehicle wells with enzyme and 100% = no enzyme wells
# Vc quorum ag – inducers of Vibrio cholerae quorum light production without autoinducers, primary screen, BH1578 luxS cqsA deficient, single point | V. cholerae BH1578 lux reporter, luminescence, 6 h | activation, % at 18.7 µM | hit rate 0.16% among 350,000 | AID 588436, 2011; in the data active = activation mostly above about 9.7%, no sharp cut-off; inconclusive = no clear call, values can overlap the other calls; inactive = mostly below about 3.7%; note: not every result past the cut was called active; inactives centre near 0; reference of the scale not given here
# Anthrax LF inh2 – Bacillus anthracis LF protease inhibitors, primary screen, biochemical, multiplex microsphere, MLPCN library | Lethal factor (Bacillus anthracis), P15917 | multiplex microsphere protease cleavage assay | inhibition, % at 10 µM | hit rate 0.12% among 360,000 | AID 588501, 2011; note: plate controls were buffer without enzyme for full effect and enzyme alone for no effect
# SSB-PriA inh – inhibitors of Klebsiella pneumoniae PriA binding to SSB C-terminal tail, primary screen, biochemical, AlphaScreen; hit rate 0.6% among 430,000; PriA–SSB C-terminal tail interaction (Klebsiella pneumoniae); inhibition, % at 33 µM; AlphaScreen SSBct-PriA binding, biotinylated peptide; AID 1272365, 2023; in the data active = inhibition mostly above about 37%, no sharp cut-off; inactive = mostly below about 20%;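 note: plate controls were negative control peptide for no effect and reference peptide for full effect; strong numbers were not always called active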
# TcdB GH inh – TcdB glycohydrolase inhibitors, primary screen, biochemical, single point, plate reader; inhibition, % at 9.99 µM; TcdB glycohydrolase enzymatic assay; hit rate 0.24% among 350,000; in the data active = inhibition above about 10%
# Target sequence (P18177 whole entry, looked up): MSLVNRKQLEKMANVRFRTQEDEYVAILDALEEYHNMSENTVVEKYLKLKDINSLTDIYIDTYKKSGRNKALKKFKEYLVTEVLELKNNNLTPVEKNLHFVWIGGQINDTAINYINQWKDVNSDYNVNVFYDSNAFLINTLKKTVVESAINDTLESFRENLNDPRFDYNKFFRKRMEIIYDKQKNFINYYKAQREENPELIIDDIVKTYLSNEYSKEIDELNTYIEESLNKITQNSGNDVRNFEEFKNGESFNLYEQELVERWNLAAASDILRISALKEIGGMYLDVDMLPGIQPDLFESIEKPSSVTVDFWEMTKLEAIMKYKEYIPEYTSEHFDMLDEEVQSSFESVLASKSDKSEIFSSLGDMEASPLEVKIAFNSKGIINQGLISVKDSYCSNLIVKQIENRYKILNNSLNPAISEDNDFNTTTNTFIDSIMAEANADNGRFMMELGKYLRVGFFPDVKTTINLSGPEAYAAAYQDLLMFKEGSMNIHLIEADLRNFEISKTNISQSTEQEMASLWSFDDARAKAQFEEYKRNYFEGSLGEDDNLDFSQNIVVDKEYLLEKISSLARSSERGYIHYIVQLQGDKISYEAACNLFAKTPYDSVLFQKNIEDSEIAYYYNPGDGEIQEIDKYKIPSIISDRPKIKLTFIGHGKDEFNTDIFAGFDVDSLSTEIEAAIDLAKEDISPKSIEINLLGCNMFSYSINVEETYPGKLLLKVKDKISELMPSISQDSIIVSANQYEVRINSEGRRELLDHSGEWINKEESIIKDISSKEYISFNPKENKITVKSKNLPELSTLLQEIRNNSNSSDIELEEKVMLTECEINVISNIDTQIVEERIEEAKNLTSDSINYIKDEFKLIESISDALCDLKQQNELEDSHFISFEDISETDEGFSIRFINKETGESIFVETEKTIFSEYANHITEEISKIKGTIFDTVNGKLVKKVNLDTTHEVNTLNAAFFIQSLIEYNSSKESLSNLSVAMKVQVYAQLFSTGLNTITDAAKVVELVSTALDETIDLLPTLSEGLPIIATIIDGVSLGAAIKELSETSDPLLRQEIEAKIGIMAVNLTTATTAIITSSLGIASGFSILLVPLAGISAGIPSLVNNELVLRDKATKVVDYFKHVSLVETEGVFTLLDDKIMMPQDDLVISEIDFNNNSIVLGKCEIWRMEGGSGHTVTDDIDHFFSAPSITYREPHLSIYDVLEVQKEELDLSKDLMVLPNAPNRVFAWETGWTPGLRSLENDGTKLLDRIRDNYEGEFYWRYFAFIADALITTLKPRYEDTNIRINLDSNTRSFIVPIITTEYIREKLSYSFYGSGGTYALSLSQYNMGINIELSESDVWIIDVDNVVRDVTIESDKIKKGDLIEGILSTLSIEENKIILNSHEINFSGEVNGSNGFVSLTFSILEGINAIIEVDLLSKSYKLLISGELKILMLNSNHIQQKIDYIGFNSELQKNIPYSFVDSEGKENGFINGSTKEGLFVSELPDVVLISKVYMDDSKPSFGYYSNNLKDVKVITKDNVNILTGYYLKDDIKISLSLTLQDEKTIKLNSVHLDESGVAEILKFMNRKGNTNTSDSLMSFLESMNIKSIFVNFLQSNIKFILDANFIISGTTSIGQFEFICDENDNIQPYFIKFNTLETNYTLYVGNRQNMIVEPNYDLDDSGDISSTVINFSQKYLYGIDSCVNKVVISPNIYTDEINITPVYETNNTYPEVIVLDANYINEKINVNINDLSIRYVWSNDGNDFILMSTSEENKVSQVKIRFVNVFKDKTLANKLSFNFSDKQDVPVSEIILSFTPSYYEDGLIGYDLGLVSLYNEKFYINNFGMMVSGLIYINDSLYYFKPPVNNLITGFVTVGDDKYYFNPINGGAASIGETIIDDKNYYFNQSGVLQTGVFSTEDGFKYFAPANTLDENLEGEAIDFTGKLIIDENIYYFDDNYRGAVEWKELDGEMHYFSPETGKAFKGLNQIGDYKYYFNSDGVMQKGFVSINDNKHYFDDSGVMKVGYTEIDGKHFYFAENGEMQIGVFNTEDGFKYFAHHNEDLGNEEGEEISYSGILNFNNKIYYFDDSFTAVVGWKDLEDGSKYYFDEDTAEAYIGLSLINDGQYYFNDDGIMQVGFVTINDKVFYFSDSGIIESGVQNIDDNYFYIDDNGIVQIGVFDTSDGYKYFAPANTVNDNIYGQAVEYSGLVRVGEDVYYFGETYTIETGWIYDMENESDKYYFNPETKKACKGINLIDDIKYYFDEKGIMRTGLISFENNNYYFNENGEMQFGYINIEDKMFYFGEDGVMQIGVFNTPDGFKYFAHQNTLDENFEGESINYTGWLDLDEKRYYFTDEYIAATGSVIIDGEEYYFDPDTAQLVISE
# VHR inh abs – VHR1 phosphatase inhibitors, primary screen, biochemical, absorbance, uHTS; recombinant VHR phosphatase, pNPP absorbance; inhibition, % at 13.3 µM; hit rate 0.52% among 290,000; AID 1654, 2009; in the data active = inhibition above about 50%; note: some compounds called inactive have numbers as strong as hits
# PfHsp40 yeast – rescue of yeast from PfHsp40 toxicity, primary screen, S. cerevisiae, ATP luminescence; AID 504582, 2011; growth rescue, % at 12.5 µM; hit rate 0.68% among 340,000; S. cerevisiae expressing PfHsp40, growth rescue; in the data active = growth rescue above about 28%, passing the limit was not always enough; inconclusive = no clear call, values can overlap the other calls;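 note: yeast W303a lacking pdr1 and pdr3 grown in galactose medium; growth measured after three days at 30 °C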
# Active calls of the source: *; i = inactive; u = inconclusive; x = not tested or not shown; & = joins results of further samples. Cut-off read from the data, not from the text of the source, unless noted: active = inhibition above about 30%; inconclusive = no clear call, values can overlap the other calls; inactive = below that.
smiles,3CLpro inhibitor,SSB-PriA inh,Vc quorum ag,VHR inh abs,Yp Topo-I inh,TcdB GH inh,CCHFV vOTU inh,BoNT A protease,Anthrax LF inh2,PfHsp40 yeast
CCOC(=O)Cc1csc(NC(=O)Nc2cccs2)n1,3,10,-0.8,20,1,0.0,-8,-3.2,-9,-0.6
Cc1ccccc1C(=O)NC1CC2CCC(C1)N2Cc1ccccc1 (stereo unspecified),6,-18,-0.8,21,8,-0.4,20,-2.6,-3,0.1
COc1ccc(S(=O)(=O)N2CCC(C(=O)NC3CC3)CC2)cc1,-1,3,-0.3,22,8,-9.4,14,-1.9,1,-0.2
COc1cccc(/C=N/N2CCN(c3ccc(Cl)cc3)CC2)c1OC,3,x,-0.3,6,7,0.8,7,-1.2,-11,-1.1
COCCN(C(=O)CCC(=O)Nc1nccs1)C(C(=O)NCCC(C)C)c1ccc(F)cc1 (stereo unspecified),-4,-3,-0.4,14,18,0.2,11,-0.1,3,-1.3
COc1cc(CNC(=O)OCC(C)C)cc(OC)c1OC,-1,-10,x,3,2,0.0,-4,-0.6,2,-1.2
Cc1ccc(S(=O)(=O)NCC(=O)OCC(=O)N(C)C2CCS(=O)(=O)C2)cc1 (stereo unspecified),x,-13,-1.0,x,3,1.0,-4,-5.7,0,0.6
Cc1c(Cl)cccc1Nc1nc(NCCO)c2ccccc2n1,3,15,1.4,-20,2,-1.8,11,-2.0,2,-1.6
CS(=O)(=O)N1CCCC(C(=O)NCCc2ccccc2)C1 (stereo unspecified),2,-10,-0.4,12,-3,x,3,-0.9,-3,-0.7
c1coc(CNCCCN2CCOCC2)c1,-4,-10,i,38,-11,x,-4,1.0,2,0.6
O=C1N/C(=C/c2cccn2-c2ccccc2)C(=O)N1c1cccc(Cl)c1,-1,1,-1.0,-7,-1,x,-4,-0.7,-3,3.2
CCNc1nc(C#N)nc2c1ncn2-c1cc(F)cc(F)c1,x,5,i,x,-5,-2.0,-4,0.4,-3,-1.2
O=c1c2ccccc2n2cnnc2n1-c1ccccc1,-11,-7,-1.3,1,4,x,5,-0.2,3,-1.1
COC(=O)c1sc(NC(=O)c2ccco2)nc1C,1,-13,x,1,-6,1.4,-4,-0.4,1,0.5
O=C1[C@@H]2CSCN2C(=O)CN1Cc1cccc(C(F)(F)F)c1,-3,-2,i,-5,4,1.2,-3,2.4,-20,-0.1
COc1ccc(NC(=O)COc2ccc(N(C)S(=O)(=O)c3ccc(Cl)cc3)cc2)cc1OC,x,3,i,x,27,0.8,-1,u,25,3.6
CCOC(=O)C1=C[C@@H](C(C)(C)C)N(S(=O)(=O)c2ccc(C)cc2)[C@H]1c1ccc(OC)cc1,x,x,x,x,x,1.7,5,-0.7,3,x
O=C(CSc1oc(-c2ccc(F)cc2)nc1S(=O)(=O)c1ccccc1)NCC1CCCO1 (stereo unspecified),-3,0,i,-9,-4,x,-3,-0.2,2,0.0
O=C(NCCc1csc(-c2cccnc2)n1)c1cccc2ccccc12,-2,10&7,-0.1,36,9,1.6,0,-4.1,-7,0.1
C=CCOc1ccc(C2=NOC(C(=O)Nc3ccc4c(c3)OCCO4)C2)cc1OC (stereo unspecified),1,-6,i,6,4,-0.8,5,0.7,-6,2.5
O=C(COc1ccccc1C(=O)Nc1ccccc1)c1ccc(F)cc1,7,-13,-0.7,32,1,0.2,-1,0.1,-6,-1.5
Nc1ncncc1-c1ccccc1Cl,x,4,0.4,x,3,0.1,-4,0.2,-5,0.5
COc1cc2c(cc1OC)C(c1ccccc1)=NCC2,-1,-3,5.6,-8,0,1.1,3,0.1,-1,-0.5
Cc1ccc(SCC(=O)n2nc(C)cc2C)cc1,-6,-24,-0.7,2,5,-1.1,-13,-0.7,-2,-1.6
O=C(Cc1cccc(F)c1)N1CCCC(CO)(Cc2ccc(F)cc2F)C1 (stereo unspecified),1,-8,0.0,-6,13,0.9,10,-2.5,2,1.1
O=C1N[C@@H](Cc2ccccc2)C(=O)N2CCC[C@@H]12,2,-1,-0.3,9,0,0.2,-7,0.0,14,-1.6
O=C(NNC(=O)c1cc(-c2ccncc2)nc2ccccc12)c1cccc(Cl)c1,x,-7,i,x,-9,0.7,5,6.0,0,-0.1
COc1ccc([N+](=O)[O-])cc1NCC(=O)Nc1cccc(S(=O)(=O)N2CCCC2)c1,x,-10,-0.5,x,8,1.5,11,2.0,-1,1.7
Cc1c(OC(C)C(=O)NCCCN2CCCC2=O)ccc2c3c(c(=O)oc12)CCCC3 (stereo unspecified),0,8,-4.3,-6,2,-0.2,-23,-3.3,-3,0.3
CC(C)(C)NS(=O)(=O)c1ccc(OCC(=O)NCc2ccco2)cc1,3,-11,-1.4,15,7,1.3,-18,-0.2,-4,-1.4
COc1ccc(CCC(=O)N(C)CC(=O)Nc2ccc(Cl)c(C(F)(F)F)c2)cc1,3,-5,-0.7,11,1,-0.1,27,-0.2,-4,5.1
COc1ccc(-n2c(CCc3ccccc3)nnc2SCC(=O)c2ccc(Cl)cc2)cc1,-2,0,-0.2,9,45,x,6,-0.3,1,-2.6
CCCCN(CC)C(=O)c1cc2c(=O)[nH]c3ccc(C)cc3c2s1,1,-10,1.9,-2,-11,-0.1,4,-3.3,-4,-1.1
CCn1c(=O)c([N+](=O)[O-])c(N2CCOCC2)c2ccccc21,-3,-1,-0.2,2,5,x,-1,0.1,1,-0.6
Cc1occc1C(=O)Nc1c(F)cc(F)cc1Br,7,-12,-0.4,-4,-9,2.2,-2,-0.6,-4,0.6
O=C(C[n+]1cccc(CO)c1)Nc1nc2ccccc2s1,2,1,i,25,2,2.1,-12,0.2,0,-0.5
NC(=NCCc1c[nH]c2ccccc12)NS(=O)(=O)c1ccc(F)cc1,-5,-1,-0.3,0,-6,2.0,2,-0.5,1,-1.2
Cc1ccccc1-c1cccc([C@@H]2C[C@H]3C(CN2)CON3C)c1 (stereo partly specified),x,-2,i,x,4,0.5,-10,-0.1,-7,-1.3
NNC(=O)Cn1nc(-c2ccccc2)c2ccccc2c1=O,4,35,-1.2,-6,7,0.6,6,-2.5,0,-1.1
CCOC(=O)c1ccc(CNC(=O)C2CCCCC2C(=O)OCC(F)(F)F)o1 (stereo unspecified),0,3,-0.6,17,-10,x,18,-1.2,1,0.0
O=C(O)c1ccccc1-c1ccccc1C(=O)Nc1cccc(Br)c1,4,-5,i,13,5,-3.8,11,0.2,-7,-0.6
COc1cccc(NC(=S)/C(=C(\[O-])c2ccc(C)c([N+](=O)[O-])c2)[n+]2ccccc2)c1,-2,x,i,25,0,x,-20,23,15,3.8
O=C1CCN1C1(C(=O)NC2CCCCC2)CCCC1,-9,-10,i,0,-6,x,-8,0.7,0,-0.5
Cc1cccc(NC(=O)C(c2cccc([N+](=O)[O-])c2)N2CCCCC2)c1 (stereo unspecified),5,-14,-0.4,-4,9,x,-5,0.4,-9,0.1
COc1ccc(NC(=O)CN(C)C(=O)COc2ccccc2Cc2ccccc2)cc1,x,-8,i,x,9,-1.6,12,1.0,2,2.2
O=P1(c2ccccc2)CC=CC1,x,x,x,x,x,1.5,3,-0.5,6,x
COc1ccc(C(C)NC(=O)c2ccc([N+](=O)[O-])cc2)cc1OC (stereo unspecified),-3,-4,i,3,2,2.1,-20,1.4,-1,0.9
O=C(COc1ncnc2ccccc12)Nc1cccc(S(=O)(=O)N2CCOCC2)c1,1,-5,-0.2,26,-4,x,14,0.2,1,-0.2
COc1cc(NCCCCCCN)c2ncccc2c1OC,x,28,x,x,-25,-4.2,102*,0.6,-62,0.5
CCOC(=O)c1ccc(COc2ccc(C(C)C)cc2)o1,-1,-72,i,13,34,-0.2,-1,-1.2,0,1.4

# The closing 2 entries of the section before open the next one:
smiles,3CLpro inhibitor,SSB-PriA inh,Vc quorum ag,VHR inh abs,Yp Topo-I inh,TcdB GH inh,CCHFV vOTU inh,BoNT A protease,Anthrax LF inh2,PfHsp40 yeast
COc1cc(NCCCCCCN)c2ncccc2c1OC,x,28,x,x,-25,-4.2,102*,0.6,-62,0.5
CCOC(=O)c1ccc(COc2ccc(C(C)C)cc2)o1,-1,-72,i,13,34,-0.2,-1,-1.2,0,1.4
Cc1n[nH]c(C)c1CCNCc1ccc(OCC(O)CN2CCCCC2)cc1 (stereo unspecified),-2,-22,-0.4,-10,-14,0.3,1,-0.4,-7,-0.6
CCOC(=O)c1[nH]c(C)c(C(=O)N2CCC3(CC2)OCCO3)c1C,2,-1,-0.3,35,-1,x,-13,-1.1,-2,-1.4
Cc1noc(C)c1CCC(=O)N1CCCC(CCC(=O)NCc2ccc(F)c(F)c2)C1 (stereo unspecified),-2,-12,-0.3,18,-4,0.2,-6,0.2,-2,0.1
C#CCN(C[C@@H]1[C@@H](OC(=O)NCCCCCC)[C@@H](OC(=O)NCCCCCC)Cn2c(=O)n(CCCCCC)c(=O)n21)S(=O)(=O)c1ccc(C)cc1,x,x,-0.4,x,-1,-2.2,-7,-0.8,3,x
CNC(=O)CN1C(=O)c2ccccc2S1(=O)=O,-1,-7,-0.2,-9,1,1.6,-2,0.2,-4,-0.1
CCN(CC)CCN(C(=O)c1ccc(S(=O)(=O)N(C)C2CCCCC2)cc1)c1nc2c(C)cccc2s1,2,25&16,i,32,36,1.5,-5,-1.0,-8,1.4
COc1cc(C(=O)Nc2ccc(S(=O)(=O)NC(C)C)cc2)cc(OC)c1OC,1,-8,-0.2,28,3,x,1,0.3,-3,2.2
O=C(Nc1nc(-c2cccnc2)cs1)c1ccc(S(=O)(=O)N2CCOCC2)cc1,5,-1,i,3,-6,x,-4,1.0,-1,-0.9
COc1ccc(S(=O)(=O)N2CCOCC2)cc1NC(=O)c1ccc(=O)[nH]c1,x,-19,i,x,0,2.5,-4,-1.4,1,0.9
COCC1CCCN(C(=O)c2cc(COc3cccc4cccnc34)on2)C1 (stereo unspecified),-2,-5,-0.4,6,13,1.5,15,0.3,0,2.6
CCc1nc(C)cc(N)c1OCc1ccccc1,-6,-7,-0.2,12,8,x,4,-2.4,-1,-0.4
Cc1cc(C)c(NC(=O)CSc2ccc(-c3ccccn3)nn2)c(C)c1,0,20&-7,-0.8,-2,12,0.9,-7,0.1,-2,-1.5
COC(=O)c1cc2sccc2n1Cc1nc(-c2ccc(OC)cc2)oc1C,-1,2,1.5,-4,4,x,-13,u,0,-0.3
Cc1cccc(C)c1OCc1cc(C(=O)NC2CCC2)no1,-4,-7,-0.2,28,5,1.1,-7,0.5,4,2.0

# An excerpt; count on the stated rates, not on these rows.
